# KCNK9 inh = inhibitors of human KCNK9 two-pore domain potassium channel; AID 488922; 1.2% of 310,000 active; HEK293 KCNK9, FluxOR thallium flux fluorescence; active compounds read low; Q9NPC2; B-score at 10 µM;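 active = ratio B-score over 3 SD below the library mean, with starting fluorescence within 5 SD of its mean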;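 note: negative B-score means less thallium flux so channel inhibition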
# GSK3 alpha inh = blocks human GSK-3 alpha kinase | 0.1% of 320,000 active | inhibition, % at 10 µM | ADP-Glo luminescence, 60 min;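 in the data active = inhibition above about 50%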;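 note: GST-tagged GSK-3 alpha with peptide substrate and 25 µM ATP; 0% = DMSO neutral wells and 100% = GW8510 positive control wells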
# KCNK3 inh = human KCNK3 channel inhibition, primary screen; O14649; CHO-KCNK3 thallium flux, FluxOR fluorescence; active compounds read low; B-score at 10 µM; 0.84% of 340,000 active;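 active = B-score under library mean minus 4 SD, starting fluorescence ratio at most library mean plus 5 SD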;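 note: more negative B-score means stronger inhibition of thallium flux through KCNK3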
# Target sequence (O14649 whole entry, looked up): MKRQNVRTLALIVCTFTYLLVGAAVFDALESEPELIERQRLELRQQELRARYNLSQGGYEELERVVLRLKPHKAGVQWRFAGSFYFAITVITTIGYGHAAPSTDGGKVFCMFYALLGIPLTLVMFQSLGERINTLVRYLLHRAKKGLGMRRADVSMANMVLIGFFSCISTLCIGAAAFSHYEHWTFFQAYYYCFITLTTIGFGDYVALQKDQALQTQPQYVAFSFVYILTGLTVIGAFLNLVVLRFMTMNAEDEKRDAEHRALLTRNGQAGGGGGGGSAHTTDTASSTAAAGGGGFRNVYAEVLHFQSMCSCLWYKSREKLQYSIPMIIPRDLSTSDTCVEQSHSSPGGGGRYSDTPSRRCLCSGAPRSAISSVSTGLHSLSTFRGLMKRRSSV
# KCNQ1 act = potentiates or activates the human KCNQ1 potassium channel; CHO-K1 KCNQ1, thallium flux FluxOR fluorescence; active compounds read high; 0.35% of 310,000 active; B-score at 10 µM;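 active = fluorescence ratio B-score, a plate-corrected score, at least three library SD, with initial intensity B-score within 5 SD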
#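 Medium – assay buffer, equal DMSO in all wells · Material – CHO-K1 cell line with stable KCNQ1 potassium channel expression · Signal – kinetic FluxOR thallium fluorescence, 10-s 1-Hz baseline, 110-s post-stimulus read · Compound – single concentration per compound, DMSO matched to controls · Schedule – 37 °C overnight plating, 90-min dark dye load, 20-min compound pretreatment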
# RGS4 pot = RGS4 potentiation or activation; HEK293 M3R/inducible RGS4, carbachol calcium flux Fluo4; active compounds read low; B-score at 10 µM; 0.92% of 310,000 active;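 active = B-score of the integrated calcium signal more than 4 SD below the library mean, with starting fluorescence not abnormally high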;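 note: negative B-score means reduced calcium response which marks RGS4 activation or potentiation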
#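 Test system: HEK293 cells with stable M3R and inducible RGS4; also added: carbachol at ECmax as muscarinic agonist stimulus; schedule: dye loading 30 min 37 °C, buffer rest 30 min RT; technique: kinetic calcium fluorescence imaging with Fluo4-AM dye, 2 µM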
# RGS4 inh = human RGS4 inhibition | HEK293 M3R/RGS4 inducible, Fluo-4 calcium flux; active compounds read high; triggered by carbachol at its EC20 | B-score at 10 µM | 0.45% of 310,000 active;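 active = B-score, a plate-corrected calcium signal, over three deviations above library mean, with baseline fluorescence within five deviations of library mean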;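 note: RGS4 expression induced by doxycycline in cells with stable M3 receptor; B-score is computed from the integrated fluorescence ratio over baseline after carbachol; higher B-score means a larger calcium signal and so more RGS4 inhibition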
# Target sequence (P49798 whole entry, looked up): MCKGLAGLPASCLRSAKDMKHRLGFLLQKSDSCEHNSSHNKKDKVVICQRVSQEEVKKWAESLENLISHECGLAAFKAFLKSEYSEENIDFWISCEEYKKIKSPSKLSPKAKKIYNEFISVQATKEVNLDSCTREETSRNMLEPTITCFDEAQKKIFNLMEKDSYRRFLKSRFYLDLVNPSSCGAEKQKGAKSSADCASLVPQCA
# GSK3B inh = blocks human GSK3beta kinase activity; P49841; AID 2097; 0.038% of 300,000 active; activity score (negative = inhibition), % at 10 µM; GST-GSK3beta kinase, ADP-Glo luminescence, 60 min; active compounds read low;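 active = more than half of replicate wells score below -50%, meaning over 50% inhibition versus plate controls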;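 note: 0% = median DMSO wells and -100% = median GW8510 positive control wells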
# Target sequence (P49841 whole entry, looked up): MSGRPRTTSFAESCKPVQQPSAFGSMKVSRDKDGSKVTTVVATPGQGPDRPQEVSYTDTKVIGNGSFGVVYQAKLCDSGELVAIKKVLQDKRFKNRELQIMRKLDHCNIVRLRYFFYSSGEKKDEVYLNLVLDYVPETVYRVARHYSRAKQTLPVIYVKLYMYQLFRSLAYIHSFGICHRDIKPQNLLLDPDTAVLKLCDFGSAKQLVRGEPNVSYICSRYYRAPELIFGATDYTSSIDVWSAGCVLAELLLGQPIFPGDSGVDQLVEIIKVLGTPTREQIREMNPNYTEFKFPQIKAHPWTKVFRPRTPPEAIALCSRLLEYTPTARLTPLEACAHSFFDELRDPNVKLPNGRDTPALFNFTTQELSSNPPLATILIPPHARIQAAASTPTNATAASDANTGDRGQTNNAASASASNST
#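 test system = GST-tagged human GSK3beta kinase, cell-free | reagent = 25 µM ATP with peptide substrate | dosing = one dose of 10 µM per compound | schedule = 60 min reaction, RT | detection = luminescent ADP-Glo measurement of ADP formed | control set = DMSO neutral wells and GW8510 at 20 µM as positive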
# Dyrk1A ADPGlo = inhibitors of rat Dyrk1A kinase | 0.43% of 310,000 active | AID 504441 | ADP-Glo luminescence, NFATc1 peptide | Q63470 | inhibition, % at 12.5 µM; in the data active = inhibition above about 50%;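 note: plate controls were vehicle with enzyme for no effect and no enzyme for full effect; many of its hits are not listed in these tables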
# PolyA inh = inhibitors of polyadenylation in S. cerevisiae; S. cerevisiae SKY197-pL101 polyadenylation reporter, beta-gal luminescence; efflux-impaired pdr1/pdr3 knockout yeast; score 100 = 6 SD above DMSO; calls only at 12 µM; 0.02% of 300,000 active; AID 1875;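 active = lowest replicate activity score at least 50, where 100 means six control SD above control mean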;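 note: yeast exposed to compound for 9 h at 30 °C; higher score means more reporter readthrough which indicates perturbed polyadenylation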
# KCNQ1 block = inhibitors of human KCNQ1 potassium channel; CHO-K1 KCNQ1, FluxOR thallium flux fluorescence; active compounds read high; 1.3% of 310,000 active; AID 2642; B-score at 10 µM; P51787;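 active = compounds whose thallium flux B-score, printed positive for inhibition, exceeds three library SD while starting fluorescence stays within three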;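 note: channel opened by potassium depolarization with thallium stimulus after 20 min compound exposure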
# hERG protect = compounds protecting human hERG from proarrhythmic drug block. Q12809. 0.51% of 310,000 active. activation (rescue from dofetilide block), less the hit threshold, % at 10 µM. CHO-hERG, FluxOR thallium flux, dofetilide IC70 present;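 active = activation above the mean of controls blocked by dofetilide plus 5 SD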;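 note: thallium influx through hERG after potassium depolarization seen as dye fluorescence rise; in these data hits start at about 4.7%; inactives centre near -7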
# An asterisk follows results filed as active; i = inactive; x = not tested or not shown. The list is partial; count on the stated rates, not on these rows.
SMILES	KCNK9 inh	GSK3 alpha inh	KCNK3 inh	KCNQ1 act	RGS4 pot	RGS4 inh	GSK3B inh	Dyrk1A ADPGlo	PolyA inh	KCNQ1 block	hERG protect
Cc1ccc(CNC(=O)Cn2c(=O)oc3ccccc32)o1	i	0	-12*	i	i	i	-2	-9	i	i	-4
Nc1ccccc1N1C(=O)c2cccc3cccc(c23)C1=O	i	3	i	i	i	i	1	x	i	i	-6
Cc1cc(C(=O)NNC(=O)CN2C(=O)NC(C)(c3ccccc3)C2=O)c(C)o1 (configuration not stated)	i	0	i	i	i	i	1	15	i	i	-9
O=c1[nH]c(NNC(=S)NC2CCCCC2)nc2c1C1(CCCC1)Cc1ccccc1-2	i	-1	i	i	i	12*	-3	-4	i	6*	-14
Cc1ccc(NC(=O)C(OC(=O)c2cnc(C)cn2)c2ccccc2)c([N+](=O)[O-])c1 (configuration not stated)	i	0	i	i	i	i	-4	-11	i	i	-13
COc1ccc(/C=C2\CCc3c2nc2ccccc2c3C(=O)O)cc1OC	i	-4	i	i	i	i	3	6	i	i	-10
CNc1nc(-c2ccccc2)cc(C(F)(F)F)c1C#N	i	-2	i	i	i	i	1	-5	i	i	-3
O=C1CC2(CCN(C(=O)c3ccccc3Br)CC2)Oc2ccccc21	i	-2	i	i	i	i	3	7	i	i	-12
CC(=O)NCC1CCCN(c2nc3nonc3nc2N(C)Cc2ccccc2)C1 (configuration not stated)	i	-3	i	i	i	i	1	0	i	i	-2
S=C(NCc1ccco1)Nc1ccc2c(c1)OCCO2	i	0	i	i	i	i	1	2	i	i	-5
CCCCN1C(N)=NC[C@@H]1Cc1ccccc1	i	2	i	i	i	i	2	16	i	i	-6
Cn1c(=O)c2c(ncn2CC(=O)N2CCOCC2)n(C)c1=O	i	-1	i	i	i	i	1	1	i	i	-4
OC(c1ccc(Cl)cc1)C(O)c1nc2ccccc2[nH]1 (configuration not stated)	i	4	i	i	i	i	0	6	i	i	-1
Cc1ccc2c(c1)[nH]c1c(=O)n(CCN3CCCCC3)cnc12	i	-3	i	i	i	i	0	7	i	i	-5
CCCCN1CC2([N+](=O)[O-])C=CC(=O)C([N+](=O)[O-])(C1)C2CC(=O)c1ccccc1 (configuration not stated)	i	x	i	i	i	i	1	7	i	i	-4
COc1ccc(C(=O)NCCn2cc(SCC(=O)Nc3nnc(C)s3)c3ccccc32)cc1	i	1	i	i	i	i	0	-1	i	i	-23
CCOC(=O)CNc1nc(Cl)nc(Nc2ccc(C)cc2)n1	i	3	i	i	i	i	1	14	i	i	-10
Nc1ccc(C(=O)NCC2(c3ccccc3)CCCC2)cc1	i	2	i	i	i	i	0	2	x	i	-3
C/C(=N\NC(=O)c1ccc(O)cc1)c1cccc(NC(=O)c2ccccc2C)c1	i	1	i	i	i	i	-3	7	i	i	0
O=C1C2C3CCC(C3NCc3ccccc3)C2C(=O)N1Cc1ccccc1 (configuration not stated)	i	-3	i	i	i	i	3	1	i	6*	-23
O=C(NC(=S)Nc1ccc(CN2CCCCC2)cc1)c1cccc(OCc2ccccc2)c1	i	-1	i	i	-7.5*	i	1	x	i	8*	-43
CCOc1ccc(C(=O)N/N=C/c2ccccc2[N+](=O)[O-])cc1	i	-1	i	i	i	i	0	-5	i	i	-2
COC(=O)Cc1ccc(NC(=O)c2ccccc2Br)cc1	i	2	i	i	i	i	-1	0	i	i	-6
O=C(O)CCC(=O)Nc1ccc(Br)cc1C(=O)c1ccccc1	i	-6	i	i	i	i	-1	3	i	i	-9
COc1ccc(C(=O)NC(Cc2ccccc2)c2ccc3c(c2)OCCCO3)cc1 (configuration not stated)	i	1	i	i	i	i	5	-5	x	i	-2
CCOC(=O)C1=C(C)N(c2ccc(OC)cc2)C(=O)/C1=C\c1cccs1	i	-1	i	i	i	i	4	0	i	i	-4
CCOC(=O)c1c(N)n(-c2ccc(N)cc2)c2nc3ccccc3nc12	i	-1	i	i	i	i	1	3	i	i	-11
O=S(=O)(NCc1ccncc1)c1ccccc1	i	0	i	i	i	i	-1	-2	i	i	-9
Cc1ccc(Nc2nc(-c3cccnc3)nc3ccccc23)cc1	i	6	i	i	i	i	0	8	i	i	-3
COc1ccc(S(=O)(=O)NCCC(=O)Nc2ccc(C)cc2)cc1	i	0	i	i	i	i	1	-7	i	i	-4

# Reprinted from the part before: two entries, then new ones.
SMILES	KCNK9 inh	GSK3 alpha inh	KCNK3 inh	KCNQ1 act	RGS4 pot	RGS4 inh	GSK3B inh	Dyrk1A ADPGlo	PolyA inh	KCNQ1 block	hERG protect
Cc1ccc(Nc2nc(-c3cccnc3)nc3ccccc23)cc1	i	6	i	i	i	i	0	8	i	i	-3
COc1ccc(S(=O)(=O)NCCC(=O)Nc2ccc(C)cc2)cc1	i	0	i	i	i	i	1	-7	i	i	-4
CN(C)CCCN(C(=O)c1ccc([N+](=O)[O-])o1)c1nc2cc3c(cc2s1)OCO3	i	-2	i	i	i	i	-3	1	i	i	-6
Cc1cc(N2CCOCC2)nc2ccc(NC(=S)NC(C)C)cc12	i	4	i	i	i	i	-2	4	i	i	-5
Cc1ccc(NC(=O)c2cc(-c3cc(Cl)ccc3O)n[nH]2)cc1C	i	-2	i	i	i	i	-4	-1	i	i	-3
Nc1c(S(=O)(=O)c2cccs2)c2nc3ccccc3nc2n1/N=C/c1cccc(O)c1	i	6	i	i	i	i	5	10	i	i	-9
CC(=O)Nc1ccc2c(c1)nc(C)n2Cc1ccccc1	i	-1	i	i	i	i	1	x	i	i	-2
CC(=O)c1cnc(N2CCCCC2)nc1C	i	-2	i	i	i	i	-4	-4	i	i	-11
Cc1cccc(C(=O)Oc2coc(CSc3nnc(NC(=O)C4CC4)s3)cc2=O)c1	i	-1	i	i	i	i	1	3	i	i	-8
CCCCNC(=O)c1onc(CSc2cccc3ccccc23)c1C(=O)O	i	-8	i	i	i	i	1	-1	i	i	-14
Cc1ccnc(NC(=O)CCC(=O)N(CC(=O)NC2CCCCC2)c2cccc(C)c2C)c1	i	14	i	i	i	i	-3	1	i	i	-8
C=CCN1C(=O)CSC1=Nc1ccc(C(=O)O)cc1	i	-1	i	i	i	i	-2	2	i	i	-1
CN(c1ccccc1)c1nc(N)c([N+](=O)[O-])c(NCc2ccccc2)n1	i	-1	i	i	i	i	3	x	i	i	-1
CCOc1ccc(NC(=O)CC2C(=O)N(C)C(=S)N2CCCc2ccccc2)cc1 (configuration not stated)	i	-1	i	i	i	i	-1	7	i	i	-10
N#Cc1c(-c2ccc(Br)cc2)cc(-c2cccnc2)nc1N	i	-3	i	i	i	i	2	1	i	i	-4
O=c1oc2cc(OCc3ccc([N+](=O)[O-])cc3)ccc2c2c1CCCC2	i	4	i	i	i	i	-1	-6	i	i	-7
COCCNC(=O)Cc1c(C)c2c(cc(C)c3c(C)coc32)oc1=O	i	-1	i	i	i	i	-2	-1	i	i	-1
COCCCn1c(SCC(=O)NC(C)(C)C)nnc1-c1ccccc1	i	-1	i	i	i	i	6	16	i	i	-7
CC(NC(=O)c1ccccc1)c1nnc(SCC(=O)NC2=NCCS2)n1C (configuration not stated)	i	1	i	i	i	i	-3	-1	i	i	-5
O=C(/C=C/c1ccccc1)NNC(=O)C1CC1	i	-1	i	i	i	i	0	3	i	i	-11
CC(C)CC(=O)OCc1cn(-c2ccccc2)nn1	i	-1	i	i	i	i	3	-2	i	i	-8
COc1ccc(S(=O)(=O)NC2CCCC2)cc1C(N)=O	i	x	i	i	i	i	2	3	i	i	-6
COc1cccc(-c2nc(-c3ccc4c(c3)-c3ccccc3S4(=O)=O)c(-c3ccccc3)[nH]2)c1OC	i	x	i	i	i	i	-4	10	i	i	-12
CCCCCOC(=O)c1cc(=O)[nH]c2ccccc12	i	-6	i	i	i	i	2	1	i	i	-9
COc1cnc(SCc2ccc(Cl)c(Cl)c2)nc1Cl	i	0	i	i	-7*	i	-2	-12	i	i	-10
CCOC(=O)C1CCN(S(=O)(=O)c2ccc(-c3ccc(=O)[nH]n3)o2)CC1	i	-1	i	i	i	i	3	x	i	i	0
CCCCN(CCCC)c1nc2ccccc2nc1C(C#N)C(=O)NCCCOC (configuration not stated)	i	0	i	i	-9.5*	i	0	-4	i	15*	-19
CCOC(=O)/C=C/C(=O)Nc1ccc(S(=O)(=O)Nc2nccs2)cc1	i	-3	i	i	i	5*	1	0	i	i	-7
N#CC(C#N)=C(N)Nc1cccc(Cl)c1	i	-2	i	i	i	i	0	-4	i	i	-9
CCOc1ccc(C(=O)Nc2nnc(C3=COCCO3)o2)cc1	i	4	i	i	i	i	1	17	i	i	-2
Cc1ccc(-c2csc(Nc3ccc(S(N)(=O)=O)cc3)n2)o1	i	-1	i	i	i	i	-2	-3	i	i	-14
COc1ccc(OC)c(/C=N/NC(=O)c2cnccn2)c1	i	1	i	i	i	i	0	x	i	i	-5
CC(=O)N1CCOc2ccc(S(=O)(=O)N3CCC(C(=O)NCc4ccccc4)CC3)cc21	i	-1	i	i	i	i	2	-4	i	i	-8
COc1ccc2nc(NC(=O)CCn3cccc3)sc2c1	i	0	i	i	i	i	-3	1	i	i	-12
COC(=O)C(C)N1C(=O)S/C(=C\c2ccc(-c3ccc(C(=O)O)cc3C)o2)C1=O (configuration not stated)	i	0	i	i	i	i	1	6	i	i	-7
[O-]/[N+](=C\c1ccccc1)[C@@H]1CCCC[C@@H]1/[N+]([O-])=C/c1ccccc1	i	-3	i	i	i	i	5	3	i	i	-6
Cc1cc(C)c(S(=O)(=O)NC2CCN(Cc3ccccc3)CC2)c(C)c1	i	0	i	i	i	i	-2	17	i	i	-17
